STAT3 activator: STAT3 signaling activation. activation (% of control), % at 5.6 µM. 190,000 tested, 0.91% active. U3A cells, IL-6 STAT3-luciferase reporter, luminescence; 100% = signal with IL-6 EC80 alone;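 active = activation above the screen-wide mean of compound activation plus 3 SD, cut at about 130% in these data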;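 also: 0% = background luminescence of wells with medium and substrate only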
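System – human U3A cells carrying STAT3-luciferase construct · Probe or stimulus – Interleukin-6, 33 ng/mL · Schedule – compound 1 h, then IL-6 6 h at 37 °C · Signal – luminescence from STAT3-driven luciferase reporter · Evaluation – percent of IL-6-only median luminescence · Benchmarks – IL-6-only high control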
Efa HMGR inh: E. faecalis class II HMG-CoA reductase inhibition; purified E. faecalis HMGR, NADPH absorbance 340 nm kinetic; 190,000 tested, 0.41% active; inhibition, % at 10 µM; AID 1066;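 active = inhibition above a set limit, the median over all tested compounds plus 3 SD, cut at about 9.5% in these data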;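 also: enzyme runs in reverse so mevalonate oxidation gives rising NADPH absorbance; 0% = complete reaction with DMSO and 100% = background rate lacking mevalonate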
STAT1 inh: STAT1 signaling inhibition. inhibition, % at 5.5 µM. NIH 3T3 STAT1-luciferase reporter, IFN-gamma, luminescence. 200,000 tested, 0.35% active;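 active = inhibition above a set limit, the mean inhibition across all tested compounds plus 3 SD, cut at about 34% in these data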;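 also: 0% = IFN-gamma with DMSO and 100% = IFN-gamma with 300 µM nifuroxazide; values of inactives mirror those of a sister screen read the other way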
STAT3 inh: inhibitors of IL-6 induced STAT3 signaling. U3A cells, IL-6 STAT3-luciferase reporter, luminescence; host cell line lacks STAT1. inhibition, % at 5.5 µM. 190,000 tested, 0.89% active. AID 862;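 active = inhibition above the mean inhibition across all screened compounds plus 3 SD, cut at about 44% in these data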;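 also: 0% = DMSO only wells and 100% = 100 µM nifuroxazide control wells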
STAT1 act: increases IFN-gamma driven STAT1 reporter signal | NIH 3T3 STAT1-luciferase reporter, luminescence; 100% = IFN-gamma alone, no compound | activation (% of control), % at 5.5 µM | 200,000 tested, 2.6% active | AID 932;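 active = activation above the screen-wide mean activation plus 3 SD, cut at about 130% in these data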;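 also: raw ratio to IFN-gamma control signal so 100% means no change and 0% no light; values of inactives mirror those of a sister screen read the other way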
APP 5'UTR act: activates APP 5'UTR luciferase reporter; SH-SY5Y APP 5'UTR luciferase reporter, luminescence; zero percent = DMSO vehicle wells; 190,000 tested, 1% active; activation, % at 2 µM;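 active = activation above a set limit, based on mean plus 3 SD of controls, cut at about 140% in these data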; also: values of inactives mirror those of a sister screen read the other way
Hsp70 act: transcriptional activators of Hsp70. HeLa Hsp70 promoter luciferase reporter, luminescence; scaled: vehicle 0, proteasome-inhibitor control 100%. activation, % at 10 µM. 200,000 tested, 0.04% active;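 active = activation above the mean across all tested compounds plus 3 SD, cutoff set per campaign, cut at about 5.5% in these data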;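 also: 100% = MG132 at 30 µM as the positive control and 0% = DMSO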
NF-kB neuron act: raises NF-kB expression in human neuronal cells | NF-kB reporter expression; stronger effect = higher value | fold change at 12.5 µM | 190,000 tested, 1.6% active | AID 1239; in the data active = fold change above about 3.3
TLR4-MyD88 BLA: TLR4-MyD88 interaction inhibition in cells; AID 861; inhibition, % at 8.4 µM; 200,000 tested, 0.18% active; HeLa CL3-4 TLR4/MyD88 BLA complementation, FRET ratio; O00206+Q99836; in the data active = inhibition above about 25%;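 also: 0% = vehicle and 100% = reference inhibitor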
Redox H2O2 prof: compounds producing H2O2 with reducing agent – biochemical, NIH compound library profiling, artefact control for MLSCN library redox annotation, primary screen | DTT-dependent redox cycling H2O2, phenol red/HRP absorbance; 100% = 100 µM peroxide control, 0% = buffer | activation, % at 10 µM | 200,000 tested, 0.03% active;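 active = activation of at least 50% relative to the plate's high and low controls in the primary single-dose screen; inactive = activation below 50%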;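 also: compound incubated with DTT at 0.8 mM final as the reducing agent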
Active calls of the source: *; x = not tested or not shown.

SMILES	STAT3 activator	Efa HMGR inh	STAT1 inh	STAT3 inh	STAT1 act	APP 5'UTR act	Hsp70 act	NF-kB neuron act	TLR4-MyD88 BLA	Redox H2O2 prof
O=C(NN1S(=O)(=O)c2ccccc2S1(=O)=O)c1ccc(Br)cc1	107	16*	-1	-3	103	26	-0.2	1.2	6	0.1
COCc1cc(C)nc(SCC(=O)Nc2cccc3cccnc23)c1C#N	89	-9	4	18	96	2	-0.1	1.1	-3	0.2
CC(Sc1ccc(Cl)cc1)C(=O)NCc1ccc2c(c1)OCO2 (configuration not stated)	95	-1	2	6	97	-11	-0.1	1.2	-13	-0.1
CCn1c(SCC(=O)N/N=C/C(C)=C\c2ccco2)nnc1-c1ccccc1	103	1	1	-3	99	7	-0.4	0.85	-7	0.1
FC(F)(F)c1ccc2c(c1)N1CCCC1CN2 (configuration not stated)	95	-6	6	11	93	-6	-0.1	1.1	-22	0.3
COc1ccc(CC(=O)NC2CCN(Cc3nnnn3C(C)(C)C)CC2)cc1OC	97	-2	3	8	98	-16	-0.1	1.1	6	1.7
O=C(COC(=O)c1cnc(Cl)c(Cl)c1)NCCC1=CCCCC1	106	-3	-12	-6	108	2	-0.3	1.1	-3	0.9
CC1CCC/C(=C\Nc2ccc(O)cc2)C1=O (configuration not stated)	95	0	-40	10	136*	-1	0.3	2.1	13	-3.8
COc1ccc(NC(=O)COc2ccc(CNCCCN3CCOCC3)cc2OC)cc1	94	-2	3	13	97	-7	-0.4	0.98	-17	-0.7
S=c1[nH]nc(COc2ccc(Cl)cc2)n1C1CCCCC1	96	-3	4	6	99	10	-0.2	1.1	4	0.9
NNC(=O)c1ccc(Cn2cc(Cl)cn2)cc1	100	1	4	-3	96	-1	-0.3	1.1	-12	0.0
Cc1nn2c3ccccc3nc2n(Cc2ccccc2)c1=O	102	x	6	0	94	-29	0.0	x	-10	0.1
CCN1CCN(CCn2c(=S)[nH]c3ccccc3c2=O)CC1	99	-4	-1	3	101	11	0.7	1.1	11	0.1
O=C(Nc1ccc2snnc2c1)N1CCN(c2ccccc2)CC1	85	-2	12	23	89	4	-0.1	0.87	-3	-1.9
CC1CCc2ccc(F)cc2N1S(=O)(=O)c1cccs1 (configuration not stated)	109	-4	-7	-8	106	1	-0.3	0.86	1	1.4
O=C(NCc1ccccc1)c1ccccc1-c1nc2ccccc2[nH]1	106	-1	2	0	97	5	-0.1	0.83	0	-0.2
Cc1cc(C)n(-c2nc3ccccc3nc2Nc2ccc(CC(=O)O)cc2)n1	100	-2	-1	5	101	-10	0.7	1.3	-2	-0.6
COc1ccc2cc(C(=O)C3CCCN(C(=O)/C=C/c4ccccn4)C3)ccc2c1 (configuration not stated)	92	-1	5	13	94	-5	-0.3	0.99	3	-0.8
CN1CCc2cc3c(c4c2[C@H]1[C@H](O)c1ccccc1-4)OCO3	92	0	-2	7	102	-4	-0.4	1.6	-1	5.2
CC(C)(C)NC(=O)COC(=O)CCC(=O)c1ccc(F)cc1	92	0	1	16	97	16	0.1	1.3	13	-2.9

Retrieved by structure from the list above (three):
SMILES	STAT3 activator	Efa HMGR inh	STAT1 inh	STAT3 inh	STAT1 act	APP 5'UTR act	Hsp70 act	NF-kB neuron act	TLR4-MyD88 BLA	Redox H2O2 prof
CC(C)(C)NC(=O)COC(=O)CCC(=O)c1ccc(F)cc1	92	0	1	16	97	16	0.1	1.3	13	-2.9
O=C(NCc1ccccc1)c1ccccc1-c1nc2ccccc2[nH]1	106	-1	2	0	97	5	-0.1	0.83	0	-0.2
Cc1cc(C)n(-c2nc3ccccc3nc2Nc2ccc(CC(=O)O)cc2)n1	100	-2	-1	5	101	-10	0.7	1.3	-2	-0.6

(continued)
SMILES	STAT3 activator	Efa HMGR inh	STAT1 inh	STAT3 inh	STAT1 act	APP 5'UTR act	Hsp70 act	NF-kB neuron act	TLR4-MyD88 BLA	Redox H2O2 prof
O=C1N=c2ccccc2=C1c1sc(=S)n(NC(=O)c2cccc(O)c2)c1O	118	-6	4	-21	96	-6	0.1	1	-12	-0.3
COc1cc(CC(=O)OCC(=O)Nc2cccc([N+](=O)[O-])c2)cc(OC)c1OC	88	-4	9	13	92	4	-0.2	0.9	16	-0.2
Cc1ccc(S(=O)(=O)N2CCOCC2)cc1C(=O)OCC(=O)N1CCc2ccccc2C1	106	-4	10	-7	91	5	-0.2	1	4	0.9
CCS(=O)(=O)c1ccc2oc(SCC(=O)Nc3ccc(OC)cc3)nc2c1	106	2	0	-5	100	42	-0.3	1.1	10	-1.1
Cc1ccc(OCCOC(=O)Cn2nc(C)c([N+](=O)[O-])c2C)cc1	100	2	4	9	97	-21	0.2	1.2	-4	0.4
Cc1ccc(S(=O)(=O)NCc2ccc(C(=O)NCCCN3CCC(Cc4ccccc4)CC3)cc2)cc1	94	-2	4	12	94	-6	-0.6	0.82	11	1.2
CC(C)Oc1ccc(OCCNC2CCCC2)cc1	105	-10	-5	-5	105	12	-0.3	1.1	-2	0.2
CCOC(=O)c1sc(NC(=O)CCN2CCCCCC2)c(C(=O)OCC)c1C	89	1	-7	18	106	18	-0.2	1.2	17	-0.1
Cc1cccc2sc(N(CCCN(C)C)C(=O)CCc3ccccc3)nc12	102	2	-5	-4	105	11	-0.4	0.61	-3	0.5
O=C1CC(c2ccccc2)CC(O)=C1C=NCc1ccncc1 (configuration not stated)	104	1	-4	2	101	7	0.1	1.1	-27	0.8
O=C(O)C1CC(=O)N(c2ccc(F)c(F)c2)C1 (configuration not stated)	98	1	11	5	88	11	-0.3	0.94	18	-0.7
O=C(CSc1nc2ccccc2c(=O)n1Cc1ccccc1)NCc1ccco1	106	-2	-8	-2	107	4	-0.2	0.85	-17	2.4
CCOC(=O)c1nnn(-c2nonc2N)c1COc1ccc(F)cc1	100	-2	12	6	89	-2	-0.4	1.8	-7	0.8
CN(Cc1ccc2nonc2c1)Cc1nc(Cc2cccc(F)c2)no1	105	-5	1	-1	98	-8	0.3	1	-11	-1.4
CS(=O)(=O)N1CCN(c2ccc(NC(=S)NC(=O)c3ccccc3[N+](=O)[O-])cc2)CC1	101	-5	3	0	96	2	0.0	1	-5	-0.2
Cc1nc(-c2cccc(NC(=O)C3CCCCC3)c2)cs1	103	1	-16	5	112	1	0.0	1.1	1	-0.1
CC(=N\Nc1ccccc1)/C(=N/O)C(=O)Nc1ccccc1	128	-4	-6	-35	106	-4	-0.4	1.1	1	-7.0
CCOc1ccc(CN(Cc2ccco2)C(c2cccs2)c2nnnn2C(C)(C)C)cc1 (configuration not stated)	108	-2	4	-6	96	19	-0.3	0.97	-4	2.0
O=C(O)CCc1ccc(-c2cccs2)n1Cc1ccco1	118	-10	-9	-19	108	4	-0.3	1.1	0	-0.1
Cc1nc([N+](=O)[O-])c(N2CCN(Cc3ccccc3)CC2)n1Cc1ccccc1	106	-7	1	0	99	0	-0.1	0.93	1	0.2
CC(C)(C)n1nc(-c2ccc(F)cc2)c2c(N)ncnc21	120	-4	-13	-17	112	24	-0.1	2.2	-7	-3.1
CCCCn1c(SCC(=O)Nc2sc3c(c2C(N)=O)CCC3)nnc1-c1ccccc1	99	x	1	1	99	-4	0.4	x	-3	1.9
Cc1cc(=O)n2nc(N3CCCC(C(=O)NCCC4=CCCCC4)C3)sc2n1 (configuration not stated)	94	-2	-4	12	105	7	-0.3	0.9	-1	-3.0
O=C(CSc1nc2ccccc2[nH]1)NC1CCS(=O)(=O)C1 (configuration not stated)	96	-4	4	5	96	6	-0.1	1.3	-7	-0.3
O=C(CCS(=O)(=O)Cc1ccccc1)N1CCc2ccccc2C1	100	0	-3	0	102	4	-0.2	0.91	-4	0.0
CCCCn1c(SCC(=O)Nc2nc(C)cs2)nnc1-c1cccnc1	110	0	-5	-5	104	-14	0.1	0.93	-9	2.5
COc1cccc(S(=O)(=O)Nc2cccc(C(=O)N3CCOCC3)c2)c1	97	9	1	7	99	x	0.6	1.2	5	-0.2
CCOc1ccc2nc(N(CCN(CC)CC)C(=O)c3cccc([N+](=O)[O-])c3)sc2c1	94	-8	7	15	92	-12	-0.2	1.5	16	0.0
CC(C)C(=O)Nc1nnc(CCc2nnc(NC(=O)C(C)C)s2)s1	109	1	-5	-6	104	-8	-0.2	0.87	6	3.0
CN(C)S(=O)(=O)Oc1ccc(Cl)cc1C(=O)Nc1ccc(F)cc1F	88	-3	13	19	87	-2	0.0	1.5	-20	-0.1
Cc1ccc(OC(=O)c2cccc(S(=O)(=O)N(C)C)c2)c(-n2nc3ccccc3n2)c1	99	-11	-12	-1	112	32	0.3	2.8	3	0.1
C=CCn1c(Cc2ccc(OC)cc2)nnc1SCc1nc2ccccc2c(=O)[nH]1	98	0	3	8	98	19	-0.2	1	-15	-0.6
Brc1ccc(OCc2nnc3n2CCC3)cc1	93	0	9	8	91	-20	-0.3	1.2	14	-0.8
COC(=O)c1ccc(/C=N/Nc2nc(-c3ccccc3)cs2)cc1	104	-7	-6	-3	106	1	-0.3	1.2	9	0.4
Cc1ccc(CNC(=O)/C=C/c2ccc(Br)o2)cc1	98	-1	-10	-3	109	-3	-0.3	1.1	-8	0.3
C#CC(C)(CC)NC(=O)Cn1nnc(-c2cccc(C(F)(F)F)c2)n1 (configuration not stated)	101	-1	-8	10	106	23	0.7	1.4	9	-0.4
CN(C)CCN(C(=O)/C=C/c1cccs1)c1nc2ccc(F)cc2s1	100	0	2	-5	98	-1	-0.4	1.4	3	0.6
Cc1cccc(/C=C\c2nc3ccccc3c(=O)[nH]2)c1	67	0	-47	39	144*	158*	0.3	1.2	8	-0.5
O=C(CSc1nnc2ccccn12)Nc1ccc2c(c1)OCCO2	104	-5	-45	0	139*	39	0.2	1.8	6	-1.6
COCCNC(=O)c1ccc(NS(=O)(=O)c2cc(C)ccc2C)cc1	99	-3	1	5	100	x	-0.3	1	14	0.9
Cc1cc(C)cc(NC(=O)CN(C)S(=O)(=O)c2cnc[nH]2)c1	100	0	-9	2	108	19	-0.2	0.99	2	0.0
COc1ccc(-c2noc(CCC(=O)N3CCN(c4cc(C)ccc4C)CC3)n2)cc1	103	-1	-1	2	101	-2	-0.3	0.94	6	-0.8
CCOC(=O)N1CCN(C(=O)Cc2cccs2)CC1	101	1	2	3	98	10	0.1	1.1	10	0.1
CCOc1cc(/C=N/N=C(\N)c2nonc2N)cc(Br)c1OCc1cccc2ccccc12	97	1	-8	4	108	23	-0.2	1.3	-5	0.1
COc1ccccc1N1CCN(C(=O)c2ccc(CN3CCOCC3)cc2)CC1	106	-2	-3	0	102	-5	0.1	1.2	4	-2.0
CCN(CC)c1ccc(/C=N/N2CCOCC2)cc1	124	-1	-44	-18	139*	48	-0.2	3.2	-5	-0.3
CCOC(=O)N1CCN(C(=O)COc2ccccc2[N+](=O)[O-])CC1	104	-2	-4	-3	103	-13	-0.1	1.4	-1	-1.4
COc1ccccc1-c1nnc(Nc2nc3c(OC)cccc3s2)o1	142*	-8	-31	-45	127	-87	0.1	2.5	15	-0.2
COc1ccc(-c2nnc(SCc3cccc(C#N)c3)o2)cc1	88	-2	-4	16	104	-6	0.0	1.3	6	0.8
